# TSHR antag: Antagonists of the Thyroid Stimulating Hormone Receptor: HTS campaign; Thyrotropin receptor (Homo sapiens), P16473; TSHR-expressing cells, TSH-stimulated cAMP HTRF, 2 h; hits give low values; activity change, negative = inhibition, % at 11.5 µM; 330,000 tested, 0.2% active;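 active = activity change below a set negative limit, meaning inhibition stronger than a set level, cut at about -70% in these data; inconclusive = activity change between two set negative limits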; note: % is set by controls: 0 for no effect and ±100 for the full control effect
#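 Inhibition of cAMP made by TSHR-expressing cells under TSH stimulation (4nM final, EC80; 2 h, 37 deg C) is quantified with a one-step lysis HTRF kit, anti-cAMP cryptate versus cAMP-d2.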
# Tb PFK block: qHTS Assay to Find Inhibitors of T. brucei phosphofructokinase; Potency, µM (titrated, usually from 57.5 µM), for the others: top-dose activity, negative = inhibition, usual class: inhibitors; 330,000 tested, 0.17% active; T. brucei PFK, ADP-Glo luminescence; ATP-dependent 6-phosphofructokinase (Trypanosoma brucei brucei), O15648; AID 485367, 2010;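 note: potency is the fitted concentration of half-maximal effect; 0% = uninhibited 1x PFK enzyme wells and -100% = no-enzyme wells; nearly all actives have a fitted effect of over 60% in size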
#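 1.25 nM PFK with 0.5 mM F6P and 0.1 mM ATP in 0.1 M TEA pH 8.0, 5 mM MgCl2, incubated 45 min at room temperature; ADP measured by ADP-Glo luminescence; compounds titrated up to 57 uM.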
# Eya2 inh: qHTS Assay for Inhibitors of the Phosphatase Activity of Eya2. Protein phosphatase EYA2 (Homo sapiens), O00167. recombinant Eya2, OMFP fluorescence dephosphorylation (OMFP is methylfluorescein phosphate). Potency, µM (top dose mostly 76.9 µM), for inactives: at the top dose activity, negative = inhibition, most hits filed as inhibitors. 330,000 tested, 0.006% active; note: potency is the fitted concentration of half-maximal effect; % is set by controls: 0 for no effect and ±100 for the full control effect
#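 Eya2 protein (added as 0.2 uM solution) was preincubated with compound for 10 min at ambient temperature in 50 mM HEPES pH 7.5, 50 mM NaCl, 5 uM MgCl2, 0.05% BSA, 1 mM DTT. OMFP (added at 50 uM) then reacted 10 min; fluorescence read at 485/525 nm.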
# Mito fusion act: qHTS Assay for Small Molecule Inhibitors of Mitochondrial Division or Activators of Mitochondrial Fusion; S. cerevisiae fusion-defective mutant growth rescue, CellTiterGlo 48 h; Potency, µM (titrated, usually from 46.1 µM), for the others: at the top dose growth rescue (activation), actives largely listed as activators; 320,000 tested, 0.23% active; AID 485298, 2010;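 note: potency is the fitted concentration of half-maximal effect; % of control where 0% means no effect; nearly all actives have a fitted effect of over 45% in size; temperature-sensitive fusion mutants such as fzo1-1 at 37 °C on non-fermentable ethanol glycerol medium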
#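 Read-out: ATP-based luminescence (CellTiterGlo, 10 min ambient) reporting growth of fusion-defective ts yeast after 48 hours at 37C on glycerol/ethanol YPEG medium in the presence of compound.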
# TCR activator: Activators of T cell receptors: qHTS campaign; Potency, µM (series often up to 9.22 µM), inactives show top-dose activation of IL-2 secretion, usual class: activators; 330,000 tested, under 10 active; AID 504894, 2011; primary human leukocytes, anti-CD3, IL-2 HTRF, 48 h; note: % of control where 0% means no effect
#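 1) Mix primary human leukocytes, a-CD3 beads and compound. 2) Incubate 48 hr. 3) Add HTRF IL-2 reagents (a-IL-2-K, a-IL-2-d2).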
# TSG101-PTAP inh: qHTS Assay for Iinhibitors of HIV-1 Budding by Blocking the Interaction of PTAP/TSG101 | Potency, µM (top dose mostly 115 µM), for inactives: at the top dose activity change, negative = inhibition, usual class: inhibitors | 340,000 tested, under 10 active | Fluorescence polarization, FITC-PTAP peptide / Tsg101 binding | Tumor susceptibility gene 101 protein (Homo sapiens), Q99816; active = well fitted inhibition curve with a large enough effect in the main read-out, with a control signal flat, not every such curve was filed as active; inconclusive = small, poorly fitted or top-dose-only effect, or effect the other way, or a change in a side signal; inactive = no such curve, though single readings can be large or run the other way; note: potency is the fitted concentration of half-maximal effect; % of control where 0% means no effect
# Target sequence (Q99816 whole entry, looked up): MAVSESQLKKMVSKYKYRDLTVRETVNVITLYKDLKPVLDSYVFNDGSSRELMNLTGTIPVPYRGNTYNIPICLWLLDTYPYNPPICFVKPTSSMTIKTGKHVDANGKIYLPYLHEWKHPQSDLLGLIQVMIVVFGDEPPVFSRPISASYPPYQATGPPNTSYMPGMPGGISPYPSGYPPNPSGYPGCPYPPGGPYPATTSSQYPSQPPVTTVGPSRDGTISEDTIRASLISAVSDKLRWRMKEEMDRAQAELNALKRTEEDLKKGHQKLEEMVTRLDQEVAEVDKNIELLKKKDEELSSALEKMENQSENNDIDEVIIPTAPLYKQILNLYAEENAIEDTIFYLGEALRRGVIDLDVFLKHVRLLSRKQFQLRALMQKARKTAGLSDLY
#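 FP read-out: FITC-PTAP peptide, 50 nM final, binding Tsg101 binding domain, 10 uM final; 20 min, r.t.; 10 mM HEPES pH 7.5, 0.15 M NaCl, 0.01% Tween 20, 3 mM EDTA, 0.1 mM TCEP.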
# ELG1 DNA repair: qHTS screen for small molecules that inhibit ELG1-dependent DNA repair in human embryonic kidney (HEK293T) cells expressing luciferase-tagged ELG1; HEK293T ELG1-luciferase reporter, luminescence, 16 h; DNA damage induced by 5-fluorouridine; Potency, µM (titrated, usually from 46.1 µM), inactives show top-dose activity change, negative = inhibition, hits mostly inhibitors; 330,000 tested, 2.3% active; note: potency is the fitted concentration of half-maximal effect; % is set by controls: 0 for no effect and ±100 for the full control effect; nearly all actives have a fitted effect of over 55% in size
#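 HEK293T cells expressing luciferase-tagged ELG1 (2,000/well) received 5-Fluorouridine plus compound or DMSO for 16 hr at 37 °C. Luciferase was read by ONE-Glo luminescence after 30 min at room temperature.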
# ASM inhibitor: Inhibitors of Secretory Acid Sphingomyelinase (S-ASM): qHTS. placental ASM, HMU-PC fluorogenic substrate, 60 min. Potency, µM (titrated, usually from 57.5 µM), for inactives: at the highest dose activity change, negative = inhibition, hits mostly inhibitors. 340,000 tested, 0.006% active. AID 504937, 2011; note: potency is the fitted concentration of half-maximal effect
# Target sequence (P17405 47-631 limits assumed): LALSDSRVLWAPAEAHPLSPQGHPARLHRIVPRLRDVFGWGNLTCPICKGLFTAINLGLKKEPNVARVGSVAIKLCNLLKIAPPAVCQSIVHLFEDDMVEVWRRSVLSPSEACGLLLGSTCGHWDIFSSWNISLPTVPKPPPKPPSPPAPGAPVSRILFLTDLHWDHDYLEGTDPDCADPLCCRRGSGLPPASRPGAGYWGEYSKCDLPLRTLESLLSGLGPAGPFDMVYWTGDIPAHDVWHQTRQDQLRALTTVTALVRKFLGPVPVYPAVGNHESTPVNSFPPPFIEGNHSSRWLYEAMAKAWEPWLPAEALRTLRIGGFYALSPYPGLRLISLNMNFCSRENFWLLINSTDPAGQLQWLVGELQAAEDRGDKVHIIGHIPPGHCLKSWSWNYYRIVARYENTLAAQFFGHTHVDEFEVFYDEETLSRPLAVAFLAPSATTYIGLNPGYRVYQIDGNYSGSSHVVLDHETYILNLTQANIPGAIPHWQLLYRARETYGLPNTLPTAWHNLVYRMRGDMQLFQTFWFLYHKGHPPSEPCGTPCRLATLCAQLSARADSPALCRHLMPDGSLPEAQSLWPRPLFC
#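 Human placenta-derived ASM enzyme was preincubated with compound for 10 minutes at room temperature, then given fluorogenic substrate HMU-PC0 (9 uM final) for 60 minutes at 37 °C; a pH 10 stop preceded fluorescence reading at Ex 386/Em 447 nm.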
# BCR signal inh: qHTS Assay to Find Inhibitors of Chronic Active B-Cell Receptor Signaling; AID 493014, 2011; 340,000 tested, 0.05% active; ABC-DLBCL IkBa-CBG/CBR reporter, luminescence ratio, 4 h; Potency, µM (top dose mostly 46.1 µM), for inactives: top-dose ratio change, negative = lower green/red ratio, most hits filed as inhibitors; active = well fitted inhibition curve with a large enough effect in the signal ratio, with a control signal flat, not every such curve was filed as active; inconclusive = small, poorly fitted or top-dose-only effect, or effect the other way, or a change in a side signal; the % refers to the signal ratio;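 note: potency is the fitted concentration of half-maximal effect; plate controls were basal doxycycline-induced cells for no effect and cells given 10 µM MG132 for full effect; MG132 reads +100%, hits lower the ratio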
#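 Doxycycline induced both beetle luciferases in TMD8 lymphoma cells; IKK-driven degradation limits the IkappaBalpha-fused green signal, while red luminescence normalises for cell number and nonspecific effects. Compounds tested up to 46 uM, 4 hrs.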
# Integrin act MD: qHTS for Activators of Integrin-Mediated Alleviation for Muscular Dystrophy. alpha7betagal myoblasts, beta-gal FDG fluorescence, 48 h. Potency, µM (highest dose often 38.3 µM), for the others: at the highest dose activation, hits mostly activators. 350,000 tested, 0.064% active;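 note: potency is the fitted concentration of half-maximal effect; 100% = response of the positive control SU9516; nearly all actives have a fitted effect of over 60% in size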
#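 alpha7betagal+/- myoblasts (passage 13, 250/well) treated 48 h at 37C with compounds at 1:260 dilution of DMSO stock. Lysed, then beta-galactosidase activity read as FDG fluorescence (ex 480/em 540) after 30 min, with pre-read for autofluorescence.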
# A-T KAP1 phos: qHTS Assay for Identifying a Potential Treatment of Ataxia-Telangiectasia | […] A-T fibroblasts, KAP-1 phosphorylation AlphaLISA; neocarzinostatin DNA damage 30 min before lysis | Potency, µM (doses to about 57.5 µM), inactives show top-dose activation, most hits filed as activators | 320,000 tested, 0.19% active | AID 485349, 2010; note: potency is the fitted concentration of half-maximal effect; % of control where 0% means no effect; nearly all actives have a fitted effect of over 45% in size
#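 ATM-like activity read as KAP-1 phosphorylation via AlphaLISA donor/acceptor antibody pairs after lysis and 6 hr at 25C. Cells were ATM-null patient fibroblasts ([…], hTERT), dosed 60 min, then exposed to the DSB inducer NCS for 30 min.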
# An asterisk follows results filed as active; ? = inconclusive; / = no result given; [ ] = dose if it differs, or a comment. Unless noted, calls come from the whole dose curve; as a rule, active = well fitted curve in the direction sought with a large enough effect; inconclusive = small, poorly fitted or top-dose-only effect, or another doubt; inactive = no such curve, though single readings can be large; an effect the other way counts as inactive or inconclusive.
SMILES,TSHR antag,Tb PFK block,Eya2 inh,Mito fusion act,TCR activator,TSG101-PTAP inh,ELG1 DNA repair,ASM inhibitor,BCR signal inh,Integrin act MD,A-T KAP1 phos
CC(C)Oc1cc(NC(=O)CS(=O)(=O)CC(=O)N(C)C)c(Cl)cc1Cl,-6,0%,11%,1%,4%,1%,8%,1%,1%,20%,5%
CCOc1ccc(/C=N/NC(=O)CC(=O)NCc2ccccc2)cc1,-2,-2%,-6%,-1%,/,-9%,1%,1%,-3%,6%,0%
COc1cc(/C=C(\C#N)c2nc3ccccc3s2)ccc1OCC(=O)Nc1ccccc1,1,5%,16%,-1%,1%,?,4%,16%,-8%,-45%[inhibitor],-21%
COc1ccc(OCc2cc(C(=O)N(C)C3CCOC3)no2)c(Cl)c1 (stereo not given),7,1%,5%,0%,4%,-6%,?,-1%,-18%,-5%,15%
CCOC(=O)NC1C=CS(=O)(=O)C1 (stereo not given),-7,0%,0%,0%,-2%,-3%,-1%,1%,1%,6%,-1%
CN(C)c1ccc(C(CNC(=O)c2ccccc2Br)c2c[nH]c3ccccc23)cc1 (stereo not given),2,-5%,-6%,9%,5%[46.1 µM],0%,?,3%,-1%,8%,-2%
CCc1ccc(N(CC(=O)NC2CCCCC2)C(=O)CNC(=O)c2ccco2)cc1,0,-1%,1%,1%,1%,1%,2%,0%,0%,-15%,0%
O=C(Nc1nc2c(Br)cccc2s1)C1CC1,7,-10%,-3%,6%,-23%,-1%,9%,-1%,?,1%,8%
CS(=O)(=O)N1CCC(C(=O)NCCC2=CCCCC2)CC1,13,0%,7%,-7%,-79%,-11%,3%,3%,?,13%,/
Cc1cc(N2CCN(C3CCCCC3)CC2)n2nc(C)nc2n1,6,0%,-8%,-3%,9%,-3%,-1%,0%,0%,-9%,-6%
COc1ccc(NC(=O)N2CCC(n3nnc4cc(C)ccc43)CC2)cc1,6,0%,-4%,-1%,1%[46.1 µM],2%,?,-4%,1%,5%,/
O=C(CCN1C(=O)/C(=C/c2ccccc2Cl)SC1=S)NNC(=O)c1cccnc1,2,9%,8%,1%,-6%,0%,14%,-5%,?,-4%,?
c1ccc(NCc2nnc3n2CCCCC3)cc1,-4,2%,8%,-1%,6%,2%,5%,-1%,3%,6%,9%
COc1ccc(NC(=O)C(OC(=O)c2ccc([N+](=O)[O-])o2)c2ccccc2)cc1Cl (stereo not given),-3,4%,2%,-1%,1%[46.1 µM],-3%,?,-13%,2%,-14%,8%
O=C(NNC(=S)Nc1ccc(Cl)cc1)c1ccccc1,7,-6%,-1%,-21%,-8%,5%,?,0%,?,29%,3%
CC(=O)N1CC(C)Oc2ccc(S(=O)(=O)NC(CC(=O)O)c3ccccc3C)cc21 (stereo not given),26,2%,?,-4%,0%,-5%,12%,1%,0%,30%,3%
COC(=O)C1CCN(C(=O)C(C)Oc2ccc(Cl)cc2Cl)CC1 (stereo not given),-10,-3%,-33%,2%,3%,-5%,9%,0%,?,15%,/
CC(=O)N1CCCc2cc(S(=O)(=O)Nc3cccc(C)c3C)ccc21,51,1%,-7%,8%,-1%,-5%,9%,1%,-4%,31%,4%
Cc1cc(C)nc(/N=C(\NC(=O)C(C)(C)C)Nc2ccccc2)n1,-1,5%,-25%,-1%,2%,-3%,-6%,2%,?,-7%,-5%
CC1(C(=O)NCc2cc(F)cc(C(F)(F)F)c2)C=CC2(CCCCC2)N1C(=O)c1ccccc1 (stereo not given),-9,2%,6%,7%,-3%,-2%,1%,-1%,6%,32%,-1%
COc1cccc(C2[C@H](C)C3(CCN2C)OCCO3)c1 (stereo not given in full),10,0%,-2%,1%,2%[46.1 µM],2%,15%,3%,-2%,-16%,-5%
COc1ccccc1C(=O)NCCC(=O)Nc1cccc(S(=O)(=O)N2CCCC2)c1,-1,0%,2%,-2%,-3%,-3%,?,8%,-8%,0%,11%
NC(=O)C(=O)N/N=C/c1c2ccccc2cc2ccccc12,-15,1%,-1%,0%,0%,-5%,-1%,-5%,?,-15%,-1%
Cc1cc(CN(C)C(=O)c2cc(COc3ccc(C)c(C)c3)on2)n[nH]1,-15,-2%,-11%,2%,8%,-7%,?,-4%,2%,?,-2%
Cc1ccc(C)n1-c1ccc(C(=O)NN)cc1,7,0%,0%,-7%,6%[46.1 µM],1%,1%,1%,?,11%,2%
SMILES,TSHR antag,Tb PFK block,Eya2 inh,Mito fusion act,TCR activator,TSG101-PTAP inh,ELG1 DNA repair,ASM inhibitor,BCR signal inh,Integrin act MD,A-T KAP1 phos
CC(C)(C)OC(=O)C[C@@H]1C/C=C\C[C@H](CC(=O)N[C@H](CO)Cc2ccccc2)C(=O)N2CCC[C@H]2COC1=O,-3,4%,11%,/,1%,/,5%,3%,2%,11%,-2%
O=c1cnn(-c2ccccc2)c(-c2ccccc2)c1,-3,5%,3%,4%,5%,-10%,16%,5%,8%,-4%[7.66 µM],-1%
Cc1ccc(C2=NS(=O)(=O)N(C)C(C(=O)NC3CCCC3)=C2)cc1,-11,-1%,-8%,7%,-2%,-1%,-4%,0%,-9%,-2%,0%
CCc1nc2sc3c(Cl)ncnc3c2c2c1CCCC2,7,-2%,-15%,-1%,1%,-1%,-12%,10%,-8%,-13%,0%
Cc1ccc(N2CC(C(=O)Nc3cccnc3)CC2=O)cc1C (stereo not given),5,-3%,-7%,2%,5%,-2%,10%,11%,4%,6%,3%
Cc1cc(C)nc(SCc2ccc(C(=O)NN=C3CCCC3)cc2)n1,6,-2%,?,-6%,3%,-1%,-17%,0%,?,?,1%
COc1ccc(-c2coc3cc(OC)cc(O)c3c2=O)cc1,-11,-2%,7%,-2%,-2%,0%,?,0%,?,11%,1%
CC(=O)NCCC(=O)N1CCc2c([nH]c3ccccc23)C1c1cccc(C)c1 (stereo not given),-5,1%,1%,0%,-1%,-1%,?,-6%,-10%,-4%,12%
COC(=O)C(Cc1ccccc1)NC(=O)CSc1nc(C)cc(=O)[nH]1 (stereo not given),-4,1%,-13%,-1%,-2%,0%,7%,6%,-2%,-13%,1%
Cn1c(SCc2ccccc2C#N)nnc1-c1ccncc1,-5,1%,-9%,-1%,0%,-1%,11%,-2%,7%,?,2%
COc1cccc(-n2nnnc2SCC(=O)c2ccc(NC(C)=O)cc2)c1,-8,0%,-7%,-2%,/,-3%,-8%,0%,-2%,6%,2%
COc1ccc(-c2nnc(SCC(=O)NC3CCCCC3)o2)cc1,-1,1%,-1%,3%,-7%,-2%,14%,0%,0%,4%,9%
COc1ccc(N2CCN(C(=O)Cn3cnc4c3c(=O)n(C)c(=O)n4C)CC2)cc1,-4,-1%,4%,-7%,-2%,-3%,-4%,-5%,4%,-5%,-4%
CCOc1ccc(CC2S/C(=N/N=C/c3ccco3)NC2=O)cc1 (stereo not given),19,-2%,-5%,9%,/,-4%,17%,-3%,-3%,-32%[inhibitor],-3%
O=C(NC(Cc1ccccc1)C(=O)O)/C(=C/c1ccc(Cl)cc1)NC(=O)c1ccco1 (stereo not given),-6,2%,7%,0%,-1%,0%,0%,8%,5%,0%,-2%
Cc1ccc(C(=O)COC(=O)CNC(=O)C(c2ccccc2)c2ccccc2)cc1[N+](=O)[O-],-8,3%,-8%,-2%,0%,-1%,7%,-3%,3%,-1%,-6%
